# Screening data (PubChem BioAssay)
# TEAD-YAP block = TEAD-YAP interaction inhibition; AID 1259422; actives 1.4% (n = 640,000); inhibition, % at 9.12 µM; HEK-TIYL cells, TEAD-Gal4/YAP UAS-luciferase luminescence; in the data active = inhibition above about 32%;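 note: 0% = median of test compound wells and 100% = reference inhibitor wells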
# GPR151 activ = activates the human receptor GPR151; Q8TDV0; PathHunter beta-arrestin GPR151 cells, luminescence; activation, % at 11.2 µM; actives 1% (n = 650,000); in the data active = activation above about 4.9%;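 note: 0% = median of compound wells and 100% = cells with positive control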
# Target sequence (Q8TDV0 whole entry, looked up): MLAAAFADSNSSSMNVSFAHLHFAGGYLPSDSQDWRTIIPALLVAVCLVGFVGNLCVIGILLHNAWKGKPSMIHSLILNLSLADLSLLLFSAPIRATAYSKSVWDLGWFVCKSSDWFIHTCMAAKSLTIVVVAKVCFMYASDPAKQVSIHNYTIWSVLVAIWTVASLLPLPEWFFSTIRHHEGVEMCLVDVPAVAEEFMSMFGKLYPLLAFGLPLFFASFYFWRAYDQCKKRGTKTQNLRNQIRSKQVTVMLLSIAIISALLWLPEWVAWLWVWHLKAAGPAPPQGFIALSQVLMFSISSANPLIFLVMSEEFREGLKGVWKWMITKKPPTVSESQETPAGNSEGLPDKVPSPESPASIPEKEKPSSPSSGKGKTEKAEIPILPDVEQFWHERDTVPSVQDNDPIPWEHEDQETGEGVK
# MITF primary = blocks human microphthalmia-associated transcription factor; O75030; AlphaScreen MITF homodimerization, bead proximity signal; inhibition, % at 2.6 µM; actives 0.91% (n = 650,000); AID 1259374; in the data active = inhibition above about 50%;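 note: 0% = vehicle wells with protein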
# FBW7 activator = activators of human E3 ligase FBW7; Q969H0; AlphaScreen FBW7–phospho-cyclin E peptide binding, activator screen; normalized activity (activation), % at 26.1 µM; actives 0.13% (n = 650,000); in the data active = normalized activity above about 1.9%;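 note: purified mutant Fbw7 with reduced substrate affinity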
# Target sequence (Q969H0 whole entry, looked up): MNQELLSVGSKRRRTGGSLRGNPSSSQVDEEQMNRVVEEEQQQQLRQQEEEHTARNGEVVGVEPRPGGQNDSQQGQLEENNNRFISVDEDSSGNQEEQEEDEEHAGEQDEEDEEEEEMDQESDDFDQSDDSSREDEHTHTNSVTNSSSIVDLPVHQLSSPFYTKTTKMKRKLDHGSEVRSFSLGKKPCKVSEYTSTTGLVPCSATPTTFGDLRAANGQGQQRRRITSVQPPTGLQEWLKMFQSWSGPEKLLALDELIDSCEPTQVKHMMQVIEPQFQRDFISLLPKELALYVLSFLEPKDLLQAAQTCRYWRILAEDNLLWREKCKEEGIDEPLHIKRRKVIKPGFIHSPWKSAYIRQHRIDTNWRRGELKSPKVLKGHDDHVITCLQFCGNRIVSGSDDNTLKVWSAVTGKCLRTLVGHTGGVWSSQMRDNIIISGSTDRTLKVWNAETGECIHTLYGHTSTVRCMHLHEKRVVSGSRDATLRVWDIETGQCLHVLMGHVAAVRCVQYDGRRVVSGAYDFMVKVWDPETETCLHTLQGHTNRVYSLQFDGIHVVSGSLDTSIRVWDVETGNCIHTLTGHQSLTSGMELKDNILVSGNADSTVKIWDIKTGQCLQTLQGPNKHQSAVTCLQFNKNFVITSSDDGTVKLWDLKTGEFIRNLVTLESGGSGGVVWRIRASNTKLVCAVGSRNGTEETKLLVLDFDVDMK
# An asterisk follows results filed as active; nt = not tested or not shown.
# Every second line gives: TEAD-YAP block, GPR151 activ, MITF primary, FBW7 activator
COc1cc(CN2CCc3ccccc3C2)cc(OC)c1OC
→ 10, -1.5, 1, 0.1
CC(C)CC(=O)NC(NC(=O)CC(C)C)c1ccc(N(C)C)cc1
→ -1, -1.1, -13, -0.1
O=C(O)CN(Cc1ccco1)S(=O)(=O)c1ccc(F)cc1
→ 4, 0.4, 7, -0.3
O=C1CSC(c2ccc([N+](=O)[O-])o2)N1Cc1ccccc1 (stereo not given)
→ -2, 1.5, 9, -0.2
CCOc1cc(C(=S)N2CCOCC2)ccc1OC(=O)Cc1ccccc1
→ -2, 2.9, -13, -0.3
O=C(NCc1cccnc1)c1cc(S(=O)(=O)N2CCC3(CC2)OCCO3)ccc1F
→ 13, -1.7, 2, 0.0
COc1ccc(CNCC2CCCO2)c(OC)c1 (stereo not given)
→ 2, -0.2, -3, 0.0
Cc1c(NC(=O)c2cccs2)cccc1C(=O)NN1C(=O)c2ccccc2C1=O
→ 1, 1.0, 16, 0.0
CCn1c(SCC(=O)Nc2ccc(C(=O)OC)cc2)nnc1C(C)Oc1ccccc1 (stereo not given)
→ 11, 0.9, 11, 1.0
CNC(=O)c1c(NC(=O)Cc2cccc3ccccc23)sc2c1CCCC2
→ -2, 1.8, -3, -0.2

# The final 2 entries of the part before lead into the next.
# Every second line gives: TEAD-YAP block, GPR151 activ, MITF primary, FBW7 activator
CCn1c(SCC(=O)Nc2ccc(C(=O)OC)cc2)nnc1C(C)Oc1ccccc1 (stereo not given)
→ 11, 0.9, 11, 1.0
CNC(=O)c1c(NC(=O)Cc2cccc3ccccc23)sc2c1CCCC2
→ -2, 1.8, -3, -0.2
CCOC(=O)c1c(NC(=O)c2cc(-c3ccccc3Cl)nc3ccccc23)sc2c1CCCCCC2
→ -3, -0.6, 6, -0.1
COc1cc(-c2nc3cc(OC(C)=O)ccc3c(=O)o2)cc(OC)c1OC
→ 4, 0.6, -4, -0.1
Cc1ccnc(NCc2cc(Cl)cc(Cl)c2O)c1
→ -8, -1.0, 1, 0.2
CN1CCCc2cc(CN3CCC4(CCC(CNC(=O)C5CCCO5)O4)CC3)ccc21 (stereo not given)
→ -1, 0.2, -9, -0.1
Clc1cccc(OCCn2cncn2)c1
→ -6, -0.6, -6, -0.1
O=C(Cc1ccccc1)Nc1ccnn1C1CCN(Cc2ccc(CO)o2)CC1
→ 5, -1.8, 11, 0.4
O=C(O)c1cc2ccccc2c(/C=N/N(CCO)C2=NS(=O)(=O)c3ccccc32)c1O
→ -2, -0.1, 0, 0.0
CCCNC1=C(N(C(C)=O)c2cccc(F)c2)C(=O)c2ccccc2C1=O
→ 93*, -5.5, 7, -0.3
CCOc1ccc(N(C(=O)c2ccc(Cl)cc2)c2nc(-c3ccc(OC)cc3)c(-c3ccccc3)s2)cc1
→ 2, 0.4, -7, -0.1
Cc1cccc(/N=C/c2nc(-c3ccc(Br)cc3)oc2O)n1
→ -11, -1.6, 3, -0.1
CCOC(=O)C1=C(O)/C(=C/c2ccccc2)SC1=Nc1ccc(OC)cc1
→ 8, -0.1, -1, -0.2
COc1ccc(C2NC(=O)NC(C)=C2C(=O)Nc2ccc(C)cc2C)c(OC)c1 (stereo not given)
→ 1, -0.7, 5, -0.1
O=S(=O)(c1ccc2c(c1)OCCO2)N1CCCC(N2CCOCC2)C1 (stereo not given)
→ -8, 0.7, 2, 0.0
O=C(OCc1ccc(Br)cc1)c1ccncc1
→ 11, 0.8, 5, 0.1
O=S(=O)(NCCSCSc1nnc(SCCNS(=O)(=O)c2ccccc2)s1)c1ccccc1
→ 10, 0.4, -3, 0.1
CCc1cc2cc3c(cc2n2c(=O)n(CCN4CCCC4)nc12)OCO3
→ 7, 0.8, 19, -0.1
CC1=C(C(=O)OCCOc2ccccc2)C(c2cccc(C)c2)C2=C(CC(C)(C)CC2=O)N1 (stereo not given)
→ 12, -0.3, 11, -0.1
CCOC(=O)c1sc2nc(CC(=O)OC)nc(NCCOC)c2c1C
→ 19, 0.5, 7, -0.2
O=C(CCCN1C(=O)S/C(=C/c2ccccc2)C1=O)NCCO
→ -10, -1.2, -13, -0.1
Cc1ccc(C(C)n2cc(C(=O)NCCCN3CCC(C)CC3)nn2)cc1 (stereo not given)
→ 0, -0.2, 16, 0.5
CC(=O)NCCC(=O)Nc1nnc(C2CC2)s1
→ 1, -0.1, -19, -0.1
CCCOc1ccc(C(CC(=O)O)NC(=O)c2ccc(F)cc2)cc1 (stereo not given)
→ 3, -0.8, -20, 0.0
COc1cccc2cc(C(=O)NC(C)Cc3cccs3)c(=O)oc12 (stereo not given)
→ -37, -0.2, 11, 0.0
COC(=O)C12CC3CC(CC(NC(=O)c4cc(-c5ccco5)on4)(C3)C1)C2
→ -10, -0.7, 6, 0.2
O=C(NCc1ccc(F)cc1)c1ccc(-n2c(=S)[nH]c3ccccc3c2=O)cc1
→ -10, -0.8, 3, 0.2
Cc1cc(C)cc(NC(=S)NCc2ccc(S(N)(=O)=O)cc2)c1
→ 18, -0.8, -9, 0.1
O=P(O)(O)OC1[C@H](O)[C@H](O)C(O)[C@H](O)[C@H]1O (stereo not given in full)
→ nt, -0.4, -6, nt
O=C(NN1S(=O)(=O)c2ccccc2S1(=O)=O)c1cccc(F)c1
→ 1, 0.5, -3, 0.1
O=C1Nc2ccccc2/C1=C/C(=O)c1ccc(Cl)cc1
→ 21, 2.9, 8, 0.0
COC(=O)C(NS(=O)(=O)c1ccc([N+](=O)[O-])cc1)C(C)C (stereo not given)
→ 1, -0.1, 0, -0.1

# The list goes on, starting with the last 3 of the part before.
# Every second line gives: TEAD-YAP block, GPR151 activ, MITF primary, FBW7 activator
O=C(NN1S(=O)(=O)c2ccccc2S1(=O)=O)c1cccc(F)c1
→ 1, 0.5, -3, 0.1
O=C1Nc2ccccc2/C1=C/C(=O)c1ccc(Cl)cc1
→ 21, 2.9, 8, 0.0
COC(=O)C(NS(=O)(=O)c1ccc([N+](=O)[O-])cc1)C(C)C (stereo not given)
→ 1, -0.1, 0, -0.1
COCc1cc(C)nc(SCC(=O)Nc2ccc(N3CCOCC3)cc2)c1C#N
→ 3, -1.0, 9, 0.0
O=c1c(-c2ccc(Oc3ccccc3)cc2)[n+]([O-])c2ccccc2n1O
→ -20, -0.1, 18, 0.3
Cc1cccc(C(=O)NC(NCC23CC4CC(CC(C4)C2)C3)(C(F)(F)F)C(F)(F)F)c1
→ -3, 1.2, 4, 0.0
C#CCN1C(=O)S/C(=C/c2cc(OC)ccc2OC)C1=O
→ 26, 1.1, -9, 0.2
CCNS(=O)(=O)c1ccc(CCC(=O)Nc2ccc(OCc3ccccc3)cc2)cc1
→ 10, 0.7, 19, 0.6
CCCCSc1nnc2c(n1)OC(c1ccccc1C)N(C(C)=O)c1ccccc1-2 (stereo not given)
→ 1, 1.2, 6, 0.0
CCc1ccccc1NCCn1c(C)cn2c3c(=O)n(C)c(=O)n(C)c3nc12
→ 2, 0.0, 1, 0.3
CC(C)(C)n1ncc2c(=O)n(CCC(=O)N3CCN(c4ncccn4)CC3)cnc21
→ -5, 0.3, 0, -0.1
CC(C)CCn1nnnc1C(c1ccc(F)cc1)N1CCN(C)CC1 (stereo not given)
→ -14, -0.2, -9, 0.3
COc1ccc(C2CC(c3ccc(F)cc3)n3ncnc3N2)cc1 (stereo not given)
→ -3, 0.6, 10, -0.1
COc1cc(C(=O)Nc2ccc(C(N)=O)cc2)ccc1OC(F)F
→ -14, 0.9, -1, 0.1
CC(=O)Nc1nonc1-c1nc2ccccc2n1Cc1ccccc1Cl
→ -6, 2.8, 17, 0.5
COc1ccc(C(=O)Nc2c3c(nn2-c2ccc(C)cc2)CS(=O)(=O)C3)cc1
→ 5, 1.8, 7, 0.1
C=CCN(C(=O)c1csnn1)C(C(=O)NC1CCCC1)c1ccc(F)cc1 (stereo not given)
→ 1, 0.4, 14, 0.0
CCOC(=O)C1=C(C)NC2=C(C(=O)C(C(=O)OCC)C(c3ccccc3OC)C2)C1c1cc(OC)ccc1OC (stereo not given)
→ 10, -2.4, 4, 0.1
COc1cccc(CN2CCCC(C(=O)N3CCc4ccccc4C3)C2)c1 (stereo not given)
→ 13, 1.1, 60*, 0.0
C=C1c2cc(C)c(C)cc2NC(=O)N1c1cccc(Cl)c1
→ -1, 0.1, 1, 0.0
CCN(CC)C(=O)C1c2cc(OC)c(OC)cc2C(=O)N(C)C1c1cccs1 (stereo not given)
→ -2, -0.3, 0, 0.0
CCOC(=O)c1cc2c(ccc3cc(Br)ccc32)oc1=O
→ 5, 0.3, 0, -0.1
CCCCc1ccc(C(=O)Nc2cnc3ccccc3c2)cc1
→ 40*, -2.0, 6, 0.2
CCOC(=O)CS(=O)(=O)c1ccc(C(=O)NC(C)C)cc1[N+](=O)[O-]
→ 1, -1.1, 11, -0.2
CN(C)CCOC(=O)C(c1ccccc1)c1ccccc1
→ -4, -1.1, 10, -0.1
O=CN1CCCN(C(=O)CC2(c3ccccc3)CC(=O)N(CC3CCCCC3)C2=O)CC1 (stereo not given)
→ -7, -0.9, 10, -0.1
O=C(CCC(=O)Nc1cc(Cl)cc(Cl)c1)Nc1cc(Cl)cc(Cl)c1
→ 0, -0.6, -16, -0.1
O=C(O)[C@H]1CN(C(=O)c2ccco2)C[C@@H]1c1ccccc1F
→ -3, -0.1, -7, 0.0
O=C(Nc1ccc(NC(=O)c2ccccc2Cl)cc1)c1ccc2c(c1)OCCO2
→ 6, -0.5, -7, -0.1
CCc1ccc(NC(=O)c2cc(S(=O)(=O)NC3CCCCC3)ccc2F)cc1
→ 10, 0.7, 4, 0.0
O=C(Nc1ccccc1C(=O)O)c1ccc(Oc2ccccc2)cc1
→ -24, -8.5, 14, 0.0
CC1Cc2ccccc2N1C(=O)CN1CCC(n2nnc3cc(C(F)(F)F)ccc32)CC1 (stereo not given)
→ 18, 0.3, -3, -0.2
Cc1cc(NC(=O)Cn2nnc3c(cnn3-c3ccc(F)cc3)c2=O)no1
→ 5, 0.8, 16, 0.1
c1ccc(-c2nc(NC3CC3)nc(-n3ccnc3)n2)cc1
→ 8, 0.1, 1, 0.0
CN1CCN(C(=S)Nc2ccc(OC(F)F)cc2)CC1
→ -6, 0.7, 5, 0.0
CCOC(=O)CCCCN(Cc1ccccc1F)S(=O)(=O)c1ccc([N+](=O)[O-])cc1
→ -3, 0.3, 22, 0.1
CCOC(=O)CCC(=O)N1CCCCC1c1cccnc1 (stereo not given)
→ 5, -0.5, -3, -0.1
CCOC(=O)c1cnc2c(OC)cccc2c1NCCO
→ 0, 2.2, 0, -0.1
CCN1C(=O)c2cccc3c(NC(=O)c4cccc(C)c4)ccc1c23
→ -4, -0.3, 0, 0.1
CCOC(=O)CSc1nc2c(c(=O)n1CC1CCCCC1)C1(CCCCC1)Cc1ccccc1-2
→ 0, 1.0, 8, 0.1
COc1cc(C(=O)O/N=C2\C=CC(=O)C(C)=C2C)cc(OC)c1OC
→ -6, -1.0, -12, -0.2
COc1nccnc1NS(=O)(=O)c1ccc(NC(=O)c2ccc(C(C)=O)cc2)cc1
→ 2, -1.9, 20, 0.1
N#C/C=C/N1CCN(C(=O)c2ccco2)CC1
→ 6, -1.8, 6, 0.1
CCCCc1ccc(-n2c(C)c(C)n3c4c(=O)n(C)c(=O)n(C)c4nc23)cc1
→ 4, -0.7, -2, -0.1
CC(C)CCNC(=O)c1sc2ccc(S(=O)(=O)N3CCCCC3)cc2c1N
→ -2, -1.3, 13, 0.7
CC1CCCCN1CCNC(=O)C1(S(=O)(=O)c2ccc(Cl)cc2)CC1 (stereo not given)
→ -4, 6.7*, 3, -0.1
CN1C(=O)/C(=C/C=C2/Sc3ccccc3N2CCO)SC1=S
→ -2, -1.0, 9, 0.0
O=C(N/N=C/c1ccccc1Cl)c1ccccc1I
→ -16, 3.3, 9, -0.1
O=[N+]([O-])c1ccc(N2N=C(/C=C/c3ccccc3)CC2c2ccccc2)cc1 (stereo not given)
→ 7, 0.5, -2, 0.2
CC(=O)c1cccc(-c2cc(NCCN3CCOCC3)nc(N)n2)c1
→ -17, 1.1, 5, 0.2
C=CCN1C(=O)SC(Cc2cccc(OC)c2O)C1=O (stereo not given)
→ 7, -1.1, 16, 0.3
COC(=O)COc1ccc(/C=C(/C#N)C(=O)NCc2ccccc2)cc1
→ -5, 4.1, 10, 0.0
N#Cc1ccc(CSc2nc(-c3ccccc3)cc(=O)[nH]2)cc1
→ 5, 1.9, -13, 0.0

# More structures follow:
# Every second line gives: TEAD-YAP block, GPR151 activ, MITF primary, FBW7 activator
COc1ccc(CCNc2ccnc(-c3ccc(OC)cc3)n2)cc1
→ -5, 0.2, 5, 0.1
CO/C(C)=C/c1sc2ccccc2[n+]1C
→ 0, 1.7, 2, 0.0
CCS(=O)(=O)N1CCN(C2CCCCC2C)CC1 (stereo not given)
→ 3, -0.3, 51*, 0.4
Cc1csc(NC(=O)CSc2nncn2C)n1
→ -8, 0.7, -1, 0.0
O=C(Nc1cc(Oc2ccccc2)cc([N+](=O)[O-])c1)c1cc2nc(-c3ccc(Br)cc3)cc(C(F)(F)F)n2n1
→ 8, -0.9, 14, 0.3
Cc1ccc(C(=O)N2CCC(C3(C)NC(=O)N(Cc4ccsc4)C3=O)CC2)cc1C (stereo not given)
→ 4, 0.8, 14, 0.1
O=C1CC(=O)Nc2cc(S(=O)(=O)N3CCN(c4ccccc4)CC3)ccc2N1
→ 8, -1.1, 14, 0.7
Nc1cc(-c2ccc(Br)cc2)nn1S(=O)(=O)c1ccc(F)cc1
→ -7, 0.1, 2, 0.1
CC(C)(C)NC(=O)COC(=O)c1ccc(Cl)c(S(N)(=O)=O)c1
→ 7, 1.9, 10, 0.1
O=C(Cn1cc2c(n1)CCCCC2)N1CCOCC1
→ -5, -0.5, -11, -0.1
COc1ccc(S(=O)(=O)Nc2cccc(F)c2)cc1I
→ -1, 1.8, 3, 0.1
